FBPA coupling cs: qHTS Assay for Inhibitors of Fructose-1,6-bisphosphate Aldolase from Giardia Lamblia: Coupling assay counterscreen. coupling enzyme system counterscreen, AmpLite Red fluorescence. actives 0.67% (n = 290,000). AID 2472, 2010. activity change, negative = inhibition, % at 58.2 µM, hits read low; in the data active = activity change below about -30%; also: % is scaled to controls: 0 for no effect and ±100 for the full control effect
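Counterscreen of the coupled detection system alone, without aldolase: glyceraldehyde-3-phosphate coupling enzymes plus AmpLite Red readout. Compounds at 57.5 uM final, 10 min RT preincubation, 20 min RT reaction, fluorescence 525/598 nm.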
A-T KAP1 phos: qHTS Assay for Identifying a Potential Treatment of Ataxia-Telangiectasia. […] A-T fibroblasts, KAP-1 phosphorylation AlphaLISA; neocarzinostatin DNA damage 30 min before lysis. Potency, µM (doses to about 57.5 µM), for the others: at the highest dose activation, usual class: activators. actives 0.19% (n = 320,000); also: potency is read from the fitted curve at half-maximal effect; % of control where 0% means no effect; nearly all actives have a fitted effect of over 45% in size
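ATM-like activity read as KAP-1 phosphorylation via AlphaLISA donor/acceptor antibody pairs after lysis and 6 hr at 25C. Cells were ATM-null patient fibroblasts ([…], hTERT), dosed 60 min, then exposed to the DSB inducer NCS for 30 min.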
Tb PFK inh: qHTS Assay to Find Inhibitors of T. brucei phosphofructokinase. Potency, µM (top dose mostly 57.5 µM), inactives show at the highest dose activity, negative = inhibition, hits mostly inhibitors. ATP-dependent 6-phosphofructokinase (Trypanosoma brucei brucei), O15648. actives 0.17% (n = 330,000). T. brucei PFK, ADP-Glo luminescence;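 also: potency is read from the fitted curve at half-maximal effect; 0% = uninhibited 1x PFK enzyme wells and -100% = no-enzyme wells; nearly all actives have a fitted effect of over 60% in size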
Target sequence (O15648 whole entry, looked up): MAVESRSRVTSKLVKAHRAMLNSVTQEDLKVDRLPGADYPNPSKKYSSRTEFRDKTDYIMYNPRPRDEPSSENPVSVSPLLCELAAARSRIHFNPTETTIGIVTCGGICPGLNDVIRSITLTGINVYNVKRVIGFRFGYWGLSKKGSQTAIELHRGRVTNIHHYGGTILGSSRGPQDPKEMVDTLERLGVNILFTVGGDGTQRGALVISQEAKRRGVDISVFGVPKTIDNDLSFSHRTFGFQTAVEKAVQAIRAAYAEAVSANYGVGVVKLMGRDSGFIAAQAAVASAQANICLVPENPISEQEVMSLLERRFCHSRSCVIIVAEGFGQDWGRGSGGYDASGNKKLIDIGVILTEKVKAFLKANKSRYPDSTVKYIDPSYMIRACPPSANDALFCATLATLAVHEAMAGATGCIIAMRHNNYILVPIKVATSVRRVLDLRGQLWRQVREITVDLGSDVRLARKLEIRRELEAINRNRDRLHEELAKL
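Compounds were pin-transferred as a titration series up to 57 uM into substrate buffer (0.5 mM F6P, 0.1 mM ATP, pH 8.0), then 1.25 nM PFK was added and reactions ran 45 min before ADP-Glo detection.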
Giardia killer: Small Molecules that selectively kill Giardia lamblia: qHTS | activity change, % at 7.66 µM, hits read low | Giardia lamblia trophozoite viability | actives 0.15% (n = 340,000); in the data active = activity change below about -80%; inconclusive = between about -30% and that limit;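 also: parasites exposed to compound for two days anaerobically before the ATP read; % is scaled to controls: 0 for no effect and ±100 for the full control effect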
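Trophozoite viability was measured as ATP-dependent luminescence, read 15-30 min after reagent addition. Before that, parasites at 100 cells/well were exposed to compounds for 48 h, anaerobically, at 37 deg C.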
TSHR antag: Antagonists of the Thyroid Stimulating Hormone Receptor: HTS campaign. Thyrotropin receptor (Homo sapiens), P16473. TSHR-expressing cells, TSH-stimulated cAMP HTRF, 2 h; stronger effect = lower value. activity change, negative = inhibition, % at 11.5 µM. actives 0.2% (n = 330,000). AID 504810, 2011;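 active = activity change below a set negative limit, meaning inhibition stronger than a set level, cut at about -70% in these data; inconclusive = activity change between two set negative limits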; also: % is scaled to controls: 0 for no effect and ±100 for the full control effect
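Cell-based HTRF cAMP assay; TSHR cells + compound, TSH EC80 (4nM final), 2 h, 37 deg C. Lysis with anti-cAMP cryptate and cAMP-d2, 30 min RT, read 665/620 nm.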
CXXC DNA block: qHTS Fluorescence Polarization Assay for Inhibitors of MLL CXXC domain - DNA interaction | MLL-CXXC / FITC-HOXA9 DNA fluorescence polarization | Potency, µM (top dose mostly 115 µM), inactives show top-dose activity change, negative = inhibition, hits mostly inhibitors | actives 0.037% (n = 290,000) | AID 2662, 2010; active = well fitted inhibition curve with a large enough effect in the polarisation, with a control signal flat, not every such curve was filed as active; inconclusive = small, poorly fitted or top-dose-only effect, or effect the other way, or a change in a side signal; inactive = no such curve, though single readings can be large or run the other way; the % refers to the polarisation; also: potency is read from the fitted curve at half-maximal effect
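Purified MLL-CXXC (added from a 7 uM solution) was preincubated 5 min at ambient with pinned compounds in 50 mM Tris-HCl pH 7.5, 50 mM NaCl, 1 mM DTT, 0.05% BSA. Fluorescein-labeled HOX-A9 DNA (50 nM solution) followed, 30 min, then polarization read.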
KCNH2 WT inh: qHTS for Inhibitors of KCHN2 3.1: Wildtype qHTS | U2OS, BacMam KCNH2, thallium flux FluxOr; stronger effect = lower value | actives 0.37% (n = 340,000) | activity change, % at 1.84 µM | AID 720551, 2013 | Voltage-gated inwardly rectifying potassium channel KCNH2 (Homo sapiens), Q12809;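 active = maximum activity change below -70%; inconclusive = maximum activity change between -70% and -50%; inactive = maximum activity change above -50%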; also: % is scaled to controls: 0 for no effect and ±100 for the full control effect
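U2OS cells transduced with wild-type KCNH2 virus are loaded with FluxOr dye for 45 min, and thallium flux is measured in kinetic reads before and after stimulation buffer. Rate constants are normalized to DMSO controls.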
TCR act: Activators of T cell receptors: qHTS campaign; primary human leukocytes, anti-CD3, IL-2 HTRF, 48 h; Potency, µM (doses to about 9.22 µM), without a hit: at the highest dose activation of IL-2 secretion, actives largely listed as activators; 330,000 tested, under 10 active; AID 504894, 2011; also: % of control where 0% means no effect
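TCR engagement came from a-CD3 beads alone, with compounds added to primary human leukocytes for 48 hr. Secreted IL-2 bridged europium cryptate- and d2-labelled anti-IL-2 antibodies, giving FRET emission at 665nm after 320nm excitation.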
Chronic BCR inh: qHTS Assay to Find Inhibitors of Chronic Active B-Cell Receptor Signaling | AID 493014, 2011 | ABC-DLBCL IkBa-CBG/CBR reporter, luminescence ratio, 4 h | actives 0.05% (n = 340,000) | Potency, µM (doses to about 46.1 µM), inactives show at the top dose ratio change, negative = lower green/red ratio, usual class: inhibitors; active = well fitted inhibition curve with a large enough effect in the signal ratio, with a control signal flat, not every such curve was filed as active; inconclusive = small, poorly fitted or top-dose-only effect, or effect the other way, or a change in a side signal; the % refers to the signal ratio;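 also: potency is read from the fitted curve at half-maximal effect; plate controls were basal doxycycline-induced cells for no effect and cells given 10 µM MG132 for full effect; MG132 reads +100%, hits lower the ratio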
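Compounds up to 46 uM were incubated four hours with TMD8 cells whose green CBG68 luciferase is fused to IkappaBalpha; red CBR luminescence normalised the signal, and concentration-effect curves were fitted to fusion, red and ratio data.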
GALK inhibitor: qHTS Assay for Inhibitors of Human Galactokinase (GALK); actives 0.007% (n = 270,000); Purified GALK, Kinase-Glo residual ATP luminescence; Potency, µM (top dose mostly 57.5 µM), for inactives: top-dose activity change, negative = inhibition, hits mostly inhibitors; AID 1868, 2009; P51570; also: potency is read from the fitted curve at half-maximal effect; % is scaled to controls: 0 for no effect and ±100 for the full control effect
Target sequence (P51570 whole entry, looked up): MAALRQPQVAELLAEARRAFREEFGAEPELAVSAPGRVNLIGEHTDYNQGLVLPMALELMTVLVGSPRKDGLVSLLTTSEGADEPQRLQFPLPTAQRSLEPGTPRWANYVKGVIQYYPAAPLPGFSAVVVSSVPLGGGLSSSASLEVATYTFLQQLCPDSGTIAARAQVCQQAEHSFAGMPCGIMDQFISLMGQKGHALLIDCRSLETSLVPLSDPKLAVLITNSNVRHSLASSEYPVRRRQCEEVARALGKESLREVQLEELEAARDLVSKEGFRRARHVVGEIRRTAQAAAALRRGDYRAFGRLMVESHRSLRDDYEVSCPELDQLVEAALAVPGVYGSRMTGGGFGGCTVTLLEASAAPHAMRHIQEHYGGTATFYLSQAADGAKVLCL
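Human GALK (5 nM) with 35 uM ATP and 100 uM galactose in 20 mM HEPES pH 8.0, 5 mM MgCl2, 60 mM NaCl, 1 mM DTT, 0.01% BSA. After 1 h at room temperature, leftover ATP was read by Kinase-Glo Plus luminescence.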
The depositor's hits bear a star; ? = inconclusive; / = no result given; [ ] = another dose, or the depositor's remark. Unless noted, calls follow the shape of the dose curve; as a rule, active = well fitted curve in the direction sought with a large enough effect; inconclusive = small, poorly fitted or top-dose-only effect, or another doubt; inactive = no such curve, though single readings can be large; an effect the other way counts as inactive or inconclusive.

Each structure is followed by: TSHR antag | Tb PFK inh | TCR act | A-T KAP1 phos | Chronic BCR inh | KCNH2 WT inh | Giardia killer | FBPA coupling cs | CXXC DNA block | GALK inhibitor
CC(CCc1ccccc1)NC(=O)CCC(=O)N1CCC(C(=O)O)CC1 (configuration not stated)
 : 9 | 2% | / | 0% | 9% | -1 | -1 | 0 | -1% | 1%
CS(=O)(=O)N1CCC(CO)(Cc2ccccc2C(F)(F)F)CC1
 : -13 | 1% | -12% | -2% | -4% | 10 | -27 | 0 | 4% | 1%
CCc1cc2c(N[C@@H](C)C(=O)O)ncnc2s1
 : 12 | 1% | 9% | 11% | 5% | 5 | 2 | 1 | -1% | 6%
O=C(COc1ccc(Cl)cc1)Nc1ccc(CN2CCOCC2)cc1
 : 4 | -14% | 14% | 1% | -3% | 18 | -5 | / | / | /
Cc1nn(Cc2ccc(F)cc2)c2sc(C(=O)Nc3ccccc3N3CCOCC3)cc12
 : -3 | -1% | 7%[46.1 µM] | 4% | -1% | 36 | 0 | -1 | 5% | 0%
COC(=O)c1sccc1NC(=S)Nc1cc(C)ccc1OC
 : -1 | -2% | -3% | 3% | -2% | 3 | 0 | 0 | 6% | -1%
NS(=O)(=O)c1ccc(CCNCC#Cc2ccccc2)cc1
 : 7 | -5% | 7% | 1% | -8% | 8 | 22 | 0 | 2% | 0%
CN1CCC(N(C)C(=S)NCCc2ccccc2)CC1
 : -4 | -2% | -6% | -2% | 2% | -1 | 4 | 1 | 19% | 9%
O=C(CC12CC3CC(CC(C3)C1)C2)Nc1c(F)cccc1F
 : 4 | 3% | 6% | -5% | -3% | -8 | 0 | 2 | 2% | 3%
CC(C)(C)OC(=O)N1CCCC(C(=O)Nc2ccc(C(=O)N3CCCC3)cc2)C1 (configuration not stated)
 : -3 | 5% | 3% | -4% | ? | 11 | 32[activator] | / | / | /
CC(O)CCc1nc2ccc(C(=O)O)cc2[nH]1 (configuration not stated)
 : 9 | 3% | -1% | 5% | 0% | -8 | -9 | 1 | 1% | 15%
COCC(=O)OCC(=O)Nc1cc(C)c(C)cc1[N+](=O)[O-]
 : 18 | 1% | 6%[46.1 µM] | -7% | -1% | 4 | -7 | 3 | 2% | -2%
CCCC(=O)Nc1ccc(C(=O)COC(=O)c2c(C)noc2C)cc1
 : 0 | 2% | 0% | 3% | 0% | -7 | 21 | / | / | /
CCN(CC)c1ccc(/C=C/c2nc3ccccc3s2)cc1
 : -18 | 0% | / | 13% | ? | / | / | 0 | -4% | 0%
CN(CCCC(=O)Nc1ccncc1)S(=O)(=O)c1ccc(Cl)cc1
 : / | 2% | 7% | 10% | ? | 3 | 0 | 0 | 2% | 1%

Overlap with the part before: two compounds; new compounds follow.
Each structure is followed by: TSHR antag | Tb PFK inh | TCR act | A-T KAP1 phos | Chronic BCR inh | KCNH2 WT inh | Giardia killer | FBPA coupling cs | CXXC DNA block | GALK inhibitor
CCN(CC)c1ccc(/C=C/c2nc3ccccc3s2)cc1
 : -18 | 0% | / | 13% | ? | / | / | 0 | -4% | 0%
CN(CCCC(=O)Nc1ccncc1)S(=O)(=O)c1ccc(Cl)cc1
 : / | 2% | 7% | 10% | ? | 3 | 0 | 0 | 2% | 1%
O=C(NCC(=O)N1CCCCC1)c1ccc(Br)o1
 : -11 | 1% | -2% | -4% | 0% | -14 | 6 | / | -9% | -3%
O=C(N/N=C/c1ccc(O)cc1O)NC12CC3CC(CC(C3)C1)C2
 : -5 | 2% | 3% | -2% | ? | -26 | 4 | 1 | 7% | 0%
CCN(CC)S(=O)(=O)c1ccc(O)c(NC(=O)c2ccc(N3CCOCC3)c([N+](=O)[O-])c2)c1
 : -3 | -1% | -1%[46.1 µM] | 1% | 0% | -4 | 15 | -2 | ? | 0%
O=C(Nc1ccc(N2CCOCC2)cc1)c1ccc(Cl)cc1N1CCCC1=O
 : -7 | -4% | 2% | 6% | ? | 1 | -2 | / | / | /
CN(CC(=O)Nc1ccc(C#N)cc1)CC(=O)Nc1ccc(N2CCOCC2)cc1
 : 1 | -2% | 0%[46.1 µM] | 3% | ? | 3 | 18 | 7 | 2% | -3%
O=C(CSc1nnc(NC(=O)C2CC2)s1)Nc1cccc(F)c1
 : 12 | 1% | -1% | 0% | -1% | 1 | -3 | / | -3% | -4%
Cc1cccc(CN2CCN(C(=O)c3ccccc3F)CC2)c1
 : -2 | -13% | -2% | 0% | 5% | -15 | -4 | 1 | 1% | -1%
Nc1ncccc1OCc1cccc(C(F)(F)F)c1
 : 20 | ? | -29% | 7% | -21% | 7 | 11 | -15 | -8% | 1%
COc1ccc(C(=O)C2CCN(CC(=O)Nc3ccc(OC)cc3OC)CC2)cc1
 : 4 | -1% | 7% | 10% | -15% | 26 | 0 | 1 | 10% | 5%
CS/C(=C\C(=O)c1ccco1)Nc1ccccc1Cl
 : -14 | 1% | -4% | 1% | 3% | 3 | -4 | -1 | -9% | 0%
COc1cccc(-c2cc(C(F)(F)F)nc(NCc3ccco3)n2)c1
 : -6 | 2% | -2%[46.1 µM] | 5% | ? | 2 | 6 | 1 | 4% | 0%
C=C(C)[C@H]1CC=C(C)/C(=N/NC(=O)CNc2ccccc2OC)C1
 : 5 | 0% | -54% | 2% | -1% | -24 | 8 | 1 | -7% | -3%
O=C(NCc1ccccn1)c1cccn1-c1ncc(C(F)(F)F)cc1Cl
 : 7 | -4% | 3% | -2% | -1% | 2 | -10 | 4 | 4% | 0%
CC(=O)c1ccc(OCCCCOc2ccc(C(C)=O)cc2)cc1
 : 42 | 1% | 1% | 12% | -3% | 4 | 15 | -1 | 4% | 5%
O=c1cc(N2CCN(Cc3ccccc3)CC2)c(-c2ccccc2)n[nH]1
 : 1 | -1% | 3% | 4% | 1% | 3 | 8 | -3 | 2% | -3%
CCOC(=O)N1CCN(C(=O)CN(Cc2ccc(Cl)cc2)S(=O)(=O)c2ccccc2)CC1
 : 0 | -4% | -6% | -2% | 0% | 10 | -2 | 1 | -12% | 1%
CCOc1ccc(NS(=O)(=O)c2ccc3c(c2)CCN3C(=O)C2CCC2)cc1
 : 0 | 3% | 5% | 0% | ? | 10 | -2 | 0 | -9% | 0%
CC(=O)Nc1ccc(NC(=O)C(C)Sc2n[nH]c(-c3cccs3)n2)cc1 (configuration not stated)
 : 2 | 0% | 10% | 0% | -4% | 12 | -23 | / | / | /
CN1CCN(NC(=O)c2ccc(COc3ccccc3Br)o2)CC1
 : -5 | -3% | -1% | -2% | 3% | 8 | 25 | 2 | 5% | -1%
Cc1c(OC(C)C(=O)NCCN2CCOCC2)ccc2c(-c3ccccc3)cc(=O)oc12 (configuration not stated)
 : 3 | 0% | -8% | 4% | -17% | -14 | 5 | 0 | 0% | 9%
CC(C)CNC(=O)CCCSc1nc2ccccc2[nH]1
 : -8 | 1% | -1% | 1% | 0% | -5 | -6 | 3 | 9% | 5%
CCOC(=O)CCNC(=O)CCc1nnc(CCCc2ccccc2)o1
 : -7 | 1% | -1% | -5% | -1% | 4 | -15 | -1 | -5% | 8%
O=C(NCC1CCCO1)c1csc(Nc2cccc3ccccc23)n1 (configuration not stated)
 : 18 | -6% | -6% | -6% | ? | 1 | -11 | 0 | 9% | 14%

Entries of single compounds as entered above:
Record of CCN(CC)S(=O)(=O)c1ccc(O)c(NC(=O)c2ccc(N3CCOCC3)c([N+](=O)[O-])c2)c1 = TSHR antag = -3; Tb PFK inh = -1%; TCR act = -1%[46.1 µM]; A-T KAP1 phos = 1%; Chronic BCR inh = 0%; KCNH2 WT inh = -4; Giardia killer = 15; FBPA coupling cs = -2; CXXC DNA block = ?; GALK inhibitor = 0%
Record of CS/C(=C\C(=O)c1ccco1)Nc1ccccc1Cl = TSHR antag = -14; Tb PFK inh = 1%; TCR act = -4%; A-T KAP1 phos = 1%; Chronic BCR inh = 3%; KCNH2 WT inh = 3; Giardia killer = -4; FBPA coupling cs = -1; CXXC DNA block = -9%; GALK inhibitor = 0%
